Assay outcomes (PubChem)
PKA-R2B activ: activators of PKA-R2B holoenzyme, primary screen, biochemical, fluorescence polarization, Cy5-IP20, human; activation, % at 11.4 µM; PKA-R2B holoenzyme dissociation; R2B truncated from residue 108, S112A mutant; 0% DMSO only, 100% 113 µM cGMP; 340,000 compounds, 0.079% hits; cAMP-dependent protein kinase catalytic subunit beta (Homo sapiens) + cAMP-dependent …;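 active = activation above a cutoff set at the mean over all compounds plus 3 SD, cut at about 18% in these data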;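 also: higher means more holoenzyme dissociation and a rise in polarization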
phage Ecoli inh: growth loss of phage-infected E. coli, primary screen, RecBCD inhibitor project, absorbance, with phage, HTS | inhibition, % at 11.9 µM | 360,000 compounds, 0.26% hits; in the data active = inhibition above about 11%
DAGLB inhibitor: DAGLB lipase inhibitors, primary screen, biochemical, fluorescence, HTS; Diacylglycerol lipase-beta (Homo sapiens), Q8NCG7; HEK293T DAGLB membrane lysate, EnzChek fluorogenic substrate; inhibition, % at 5.17 µM; 340,000 compounds, 0.059% hits; in the data active = inhibition above about 34%;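 also: 0% = enzyme with vehicle and 100% = wells lacking enzyme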
Target sequence (Q8NCG7 whole entry, looked up): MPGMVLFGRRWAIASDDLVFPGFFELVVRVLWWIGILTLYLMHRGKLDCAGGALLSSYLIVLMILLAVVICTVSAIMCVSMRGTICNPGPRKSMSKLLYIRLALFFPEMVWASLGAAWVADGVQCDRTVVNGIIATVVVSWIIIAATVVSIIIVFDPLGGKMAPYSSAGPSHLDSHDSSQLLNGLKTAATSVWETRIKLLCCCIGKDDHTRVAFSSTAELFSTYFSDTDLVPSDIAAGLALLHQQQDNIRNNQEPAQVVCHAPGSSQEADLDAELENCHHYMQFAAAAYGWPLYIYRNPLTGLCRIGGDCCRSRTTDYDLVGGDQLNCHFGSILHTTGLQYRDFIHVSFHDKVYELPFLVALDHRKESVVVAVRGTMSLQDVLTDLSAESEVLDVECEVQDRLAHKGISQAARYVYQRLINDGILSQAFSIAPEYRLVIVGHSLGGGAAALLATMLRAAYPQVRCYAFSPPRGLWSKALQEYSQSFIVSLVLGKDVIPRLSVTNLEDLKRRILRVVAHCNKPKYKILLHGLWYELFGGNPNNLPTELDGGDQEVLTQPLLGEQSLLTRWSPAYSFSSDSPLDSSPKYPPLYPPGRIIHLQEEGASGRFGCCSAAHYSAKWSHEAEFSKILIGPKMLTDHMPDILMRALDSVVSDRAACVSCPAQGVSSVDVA
HTR5A inv ctr: HTR5A inverse agonists in luminescence cell assay, primary screen, counter-screen for OPRM1-OPRD1 heterodimer inverse agonist project, full-deck HTS; HTR5A cell line, inverse agonism; inhibition, % at 9.3 µM; 340,000 compounds, 0.083% hits; 5-hydroxytryptamine receptor 5A (Homo sapiens), P47898; AID 504634, 2011; in the data active = inhibition mostly above about 23%, no sharp cut-off; inactive = mostly below about 18%;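 also: 0% = cells with DMSO and 100% = no-cell wells with DMSO; some compounds called inactive have numbers as strong as hits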
Target sequence (P47898 whole entry, looked up): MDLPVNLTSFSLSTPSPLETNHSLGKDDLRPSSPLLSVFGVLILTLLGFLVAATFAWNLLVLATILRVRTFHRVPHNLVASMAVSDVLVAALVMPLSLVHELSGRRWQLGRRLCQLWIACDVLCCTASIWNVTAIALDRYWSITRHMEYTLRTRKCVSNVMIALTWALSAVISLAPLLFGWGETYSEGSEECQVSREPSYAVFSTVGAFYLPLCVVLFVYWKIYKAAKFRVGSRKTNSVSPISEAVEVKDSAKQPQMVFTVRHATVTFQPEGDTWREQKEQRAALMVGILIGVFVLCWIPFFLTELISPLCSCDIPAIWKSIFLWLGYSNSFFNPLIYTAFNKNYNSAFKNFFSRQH
Mot1-301 SUMO: yeast Mot1-301 growth rescue at high temperature, primary screen, SUMOylation pathway inhibitor project, S. cerevisiae, ATP luminescence, 38.5C | growth rescue, % at 18.8 µM | 320,000 compounds, 1% hits | S. cerevisiae Mot1-301 growth rescue; percent above DMSO median, 100 means doubled | AID 2716, 2010;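 active = every valid replicate shows activation above 250% relative to neutral control wells; inactive = the rest, any valid replicate at or below 250%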;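 also: OY570 slx delta 5 strain wells were the positive control but not used for scaling; some compounds called inactive have numbers as strong as hits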
CDK5 inh: inhibitors of human CDK5/p35 kinase, primary screen, biochemical, single concentration. inhibition, % at 10 µM. 330,000 compounds, 0.01% hits. Recombinant CDK5/p35, ADP-Glo luminescence, 60 min;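 active = highest replicate inhibition of at least 50% and at least 75% of replicates reaching 50%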;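 also: plate controls were DMSO neutral control for no effect and GW8510 at 10 µM for full effect; many of its hits are not listed in these tables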
PKA-R1A act: activators of PKA-R1A holoenzyme, primary screen, biochemical, fluorescence polarization, Cy5-IP20, bovine R1A, mouse PKAc; cAMP-dependent protein kinase type I-alpha regulatory subunit (Bos taurus) + …; 340,000 compounds, 0.083% hits; PKA-R1A dissociation; scaled: DMSO 0%, 113 µM cGMP 100%; activation, % at 11.4 µM;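 active = percent activation above the mean of all tested compounds plus 3 SD, cut at about 19% in these data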;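 also: higher means more PKAc released from R1A so a rise in polarization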
HTR5A ag ctr: HTR5A agonists in luminescence cell assay, primary screen, counter-screen for OPRM1-OPRD1 heterodimer agonist project, full-deck HTS | 5-hydroxytryptamine receptor 5A (Homo sapiens), P47898 | cell-based | activation, % at 9.3 µM | 340,000 compounds, 0.61% hits | AID 504692, 2011; in the data active = activation mostly above about 9.5%, no sharp cut-off; inactive = mostly below about 7.6%;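 also: 0% = cells with vehicle only and 100% = reference agonist; strong numbers were not always called active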
Tat export inh: E. coli Tat export inhibitors, primary screen, MC4100, TorA-mCherry reporter, fluorescence, single point; inhibition, % at 10 µM; 340,000 compounds, 0.036% hits;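 active = mean replicate inhibition at least 50% and at least half of replicates individually reaching 50%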;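 also: exported cargo escapes ClpAP degradation while cytoplasmic cargo is degraded and loses fluorescence; 0% = median of neutral control wells and 100% = median of NaSCN control wells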
E coli growth: E. coli V3065 growth inhibition, primary screen, counter-screen for AddAB inhibitor project, absorbance, OD600. 330,000 compounds, 0.27% hits. inhibition, % at 11.9 µM. 18 h. AID 449728, 2010;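 active = inhibition above the campaign's mean inhibition across all tested compounds plus 3 SD, cut at about 9.9% in these data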;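 also: uninfected addAB+ strain grown without phage in ampicillin broth; 0% = DMSO wells and 100% = ciprofloxacin 0.95 µg/ml wells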
AddAB inh: growth inhibition of E. coli expressing H. pylori AddAB, primary screen, AddAB inhibitor project, absorbance; inhibition, % at 11.9 µM; 330,000 compounds, 0.29% hits; AID 435030, 2010; in the data active = inhibition above about 12%;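 also: 0% = vehicle wells of infected cells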
An asterisk follows results filed as active; i = inactive; . = not tested or not shown.

Sample of the layout:
SMILES	PKA-R2B activ	phage Ecoli inh	DAGLB inhibitor	HTR5A inv ctr	Mot1-301 SUMO	CDK5 inh	PKA-R1A act	HTR5A ag ctr	Tat export inh	E coli growth	AddAB inh
Cc1ccc(Cl)cc1N1CCN(S(=O)(=O)c2c(C)[nH]c(C)c2C(=O)N2CCCC2)CC1	4	0.5	3	14	49	0.8	-18	1	-7	0.0	3.4
COc1ccccc1N(CC(=O)N1CCCC1)S(=O)(=O)c1ccc(C)cc1	3	0.0	0	3	270	-1.0	-8	0	6	0.1	1.6
O=C(NCc1ccccn1)c1cc(S(=O)(=O)N2CCCCC2)ccc1Cl	-5	-2.2	1	-33	-14	-1.4	0	13	-5	-1.8	0.6
CCc1nnc(NC(=O)c2oc3cc(C)c(C)cc3c2C)s1	-7	0.4	-1	14	3	-1.5	-12	6	-4	-0.8	0.2

All compounds of this part, from the start:
SMILES	PKA-R2B activ	phage Ecoli inh	DAGLB inhibitor	HTR5A inv ctr	Mot1-301 SUMO	CDK5 inh	PKA-R1A act	HTR5A ag ctr	Tat export inh	E coli growth	AddAB inh
Cc1ccc(Cl)cc1N1CCN(S(=O)(=O)c2c(C)[nH]c(C)c2C(=O)N2CCCC2)CC1	4	0.5	3	14	49	0.8	-18	1	-7	0.0	3.4
COc1ccccc1N(CC(=O)N1CCCC1)S(=O)(=O)c1ccc(C)cc1	3	0.0	0	3	270	-1.0	-8	0	6	0.1	1.6
O=C(NCc1ccccn1)c1cc(S(=O)(=O)N2CCCCC2)ccc1Cl	-5	-2.2	1	-33	-14	-1.4	0	13	-5	-1.8	0.6
CCc1nnc(NC(=O)c2oc3cc(C)c(C)cc3c2C)s1	-7	0.4	-1	14	3	-1.5	-12	6	-4	-0.8	0.2
CCOCCCn1c(SCC(=O)Nc2ccccc2)nc2ccccc2c1=O	-4	1.2	-3	6	7	-2.2	5	3	1	0.2	1.0
COC(=O)c1ccc(Sc2ccccn2)c([N+](=O)[O-])c1	-7	2.5	-1	14	22	2.8	-7	-5	5	-0.7	1.5
COc1cc(C(C)=O)ccc1OCC(O)CNCC(O)c1ccccc1 (stereo not drawn)	6	-1.1	1	-5	13	1.8	-3	1	5	0.7	0.9
O=C1c2ccccc2C(=O)N1CCN1CCc2ccccc21	-7	-0.2	3	11	-25	-1.4	-5	-4	-8	1.3	3.1
CSc1nc(Oc2ccc(Cl)cc2)c2sccc2n1	0	3.6	-1	-1	829	0.3	11	1	-1	2.5	-0.2
CC(C)CN1C(=O)C(NC(=O)C2CC2)(C(F)(F)F)C2=C1CC(C)(C)CC2=O (stereo not drawn)	-1	4.2	0	-6	7	0.2	-9	1	-4	-0.3	1.7
CC1=C(C(=O)Nc2ccc(C)cc2C)C(c2cccc([N+](=O)[O-])c2)n2nc(C(=O)OC(C)C)nc2N1 (stereo not drawn)	0	1.0	8	-3	-2	0.5	4	1	-4	-1.5	1.9
CS(=O)(=O)N1N=C(c2ccc(Br)cc2)CC1c1ccc2c(c1)OCO2 (stereo not drawn)	-4	.	-2	-9	-9	-0.8	5	4	1	-2.1	0.2
Cc1ccccc1OCC(=O)NNC(=O)Nc1ccc(Cl)cc1	8	4.2	-3	-5	6	0.2	1	-1	-7	-1.8	-0.9
CC(=O)Nc1ccc(NC(=O)CCNC(=O)c2ccccc2Cl)cc1	-6	-0.9	-11	-2	-6	1.2	-3	0	-1	1.4	-0.9
Clc1ccc(CO/N=C/c2cccs2)cc1	.	0.8	.	.	-8	-0.5	.	.	3	-2.4	-0.7
CN(CC(=O)Nc1ccccc1Br)C(=O)c1cccc(S(=O)(=O)N2CCc3ccccc32)c1	3	0.7	-2	-2	.	0.6	1	1	-3	.	.
Cc1cccc(N2CCN(C(=O)CCCCCn3c(=S)[nH]c4ccc(N5CCOCC5)cc4c3=O)CC2)c1C	-8	0.5	0	-1	54	-5.5	-10	0	-7	0.9	1.1
Cc1cccc(C(=O)NCCCNC(=O)c2cccnc2)c1	1	1.7	-2	4	14	2.1	-2	-1	-8	-0.3	3.7
NCCN1CCN(CCN)CC1	-9	0.4	-1	6	.	2.2	-4	-3	-6	.	.
COc1ccccc1C(=O)OCc1c(-c2ccccc2)ncc2ccccc12	1	2.8	-5	-1	61	0.8	5	0	4	0.2	5.9
C=CCn1c(-c2cc3c(s2)CCC(CC)C3)n[nH]c1=S (stereo not drawn)	-2	4.3	-7	7	2	1.4	6	-3	1	1.3	2.0
CCOC(=O)c1cc(CC)sc1NC(=O)c1ccc(N2C(=O)CCC2=O)cc1	-5	3.4	-1	-2	15	-0.2	-11	1	1	2.2	0.3
Cc1nc(NCCc2ccc(Cl)cc2)c2nnn(Cc3ccccc3)c2n1	8	-1.3	-1	-4	-5	0.3	5	1	-1	2.0	0.2
CCOC(=O)N1CCN(C(=O)Cc2ccc(Cl)cc2)CC1	0	1.9	-1	-1	5	0.2	-11	0	-5	-2.8	2.2
O=C(OCc1cc(=O)n2ccsc2n1)c1ccc(O)cc1O	-3	2.5	-1	-6	9	0.0	-22	2	-1	1.2	1.7
CCN(CC(=O)Nc1ccc(Cl)c(S(=O)(=O)N(C)C)c1)Cc1nc2ccccc2c(=O)[nH]1	-2	2.9	1	-29	3	0.2	-1	2	0	0.9	-0.8
Cc1cc(=O)oc2cc(OCC(=O)c3ccc4c(c3)NC(=O)CO4)ccc12	-7	2.4	-3	1	-6	4.4	-2	0	0	-0.3	0.6
Cc1c(C(=O)Nc2ccccc2C(=O)N2CCOCC2)cccc1[N+](=O)[O-]	-2	3.0	2	5	5	0.2	-5	0	-2	-2.9	2.0
COc1cccc(NC(=O)CN(C)C(=O)CN2C(=O)NC(C)(c3ccc(C)cc3)C2=O)c1 (stereo not drawn)	-2	0.5	2	2	-3	-1.0	-3	-1	11	2.3	0.5
CCCc1oc(C(=O)O)cc1CN1CCCC1	-11	1.1	-2	-16	0	-1.3	1	6	7	-0.1	-0.7
O=C(O)CCC(=O)Nc1ccccc1C(=O)N1CCN(c2ccc(Cl)cc2)CC1	-12	3.1	1	12	-3	0.7	-3	-1	4	-1.4	2.0
Cc1ccc(C)c(C(=O)N2CCN(c3ncccn3)CC2)c1	7	2.1	-2	-15	-2	1.9	0	4	-5	2.0	2.2
COc1ccccc1NC(=O)C(C)OC(=O)CSCC(=O)Nc1cc(C)on1 (stereo not drawn)	-4	2.8	1	-9	125	-2.6	7	-2	2	1.2	1.9
Cc1ccc(Nc2n[nH]c(C)c2[N+](=O)[O-])c(C)c1	-13	3.2	7	11	i	-1.9	-5	-4	0	2.0	1.1
O=C(c1cnn2ccccc12)N1CCCc2ccccc21	-7	3.0	0	16	0	1.3	-6	-6	-7	1.7	1.2
COC(=O)c1ccc(NC(=S)N2CCN(Cc3ccccc3)CC2)cc1	-2	2.3	0	10	141	1.8	4	-3	6	-3.0	-2.4
COc1ccc(NS(=O)(=O)c2ccc3c(c2)NC(=O)CO3)c(OC)c1	-2	0.6	-1	-3	-4	-0.1	-22	6	-4	0.8	3.7
COc1cccc(-c2noc(-c3cccnc3)n2)c1	-10	1.8	-8	3	12	1.8	1	5	5	0.6	1.1
COc1cccc(-n2c(=O)n(Cc3ccccc3)c(=O)c3[nH]cnc32)c1C	-4	2.8	-2	0	-15	-1.6	8	-4	-10	0.6	0.8
O=C(Nc1ccc(S(=O)(=O)Nc2ccccn2)cc1)C(F)(F)F	-2	1.7	1	9	2	-0.3	-1	2	-9	3.3	3.5
COc1ccc(NC(=O)CSc2nnc(-c3cc(C)[nH]n3)n2N)cc1	3	-0.4	0	-2	-1	1.3	2	-4	1	-1.6	2.9
O=C(Nc1ccc(CN2CCOCC2)cc1)c1ccco1	-3	2.6	0	-4	-11	-1.6	0	1	5	-1.6	-1.5
O=C(NC1CC1)c1sc2cc([N+](=O)[O-])ccc2c1Cl	3	4.0	-2	5	69	2.7	-4	1	0	1.8	0.2
CC(CC(C)C(=O)Nc1ccccc1C(C)(C)C)C(=O)O (stereo not drawn)	-13	0.7	-1	2	6	1.2	-10	-1	-7	-0.2	5.0
Cc1ccc(-n2c(N)c(S(=O)(=O)c3ccccc3)c3nc4ccccc4nc32)cc1	5	4.8	0	-3	-21	-1.6	1	1	-2	-1.8	0.8
Cc1ccc(CNC(=O)C2CC(=O)N(CCC(C)C)C2)cc1 (stereo not drawn)	-9	2.3	-1	-22	15	-0.5	-6	1	-6	0.2	-2.8
CCCOc1ccc(C(O)(CCN2CCCCC2)c2ccccc2OC)cc1 (stereo not drawn)	-12	2.0	0	13	-12	-0.5	-1	-3	-8	0.5	-1.0
Cc1ccc2c(C)nc(Nc3nc(CSc4nnc(C)s4)cc(=O)[nH]3)nc2c1	-8	1.8	-3	-4	28	-1.3	-3	1	-5	-1.7	0.9
CCCNC(=O)c1cc(-c2ccco2)on1	-13	1.7	0	-21	0	0.5	-16	1	-1	-0.4	1.4
O=C(c1ccccc1)c1cccs1	2	4.4	0	12	1	-1.0	-15	-1	10	-2.1	-0.3

3 entries out of the list above, sorted by the value under PKA-R1A act, lowest first:
canonical_smiles | PKA-R2B activ | phage Ecoli inh | DAGLB inhibitor | Mot1-301 SUMO | CDK5 inh | PKA-R1A act | Tat export inh
CC(CC(C)C(=O)Nc1ccccc1C(C)(C)C)C(=O)O (stereo not drawn) | -13 | 0.7 | -1 | 6 | 1.2 | -10 | -7
O=C(NC1CC1)c1sc2cc([N+](=O)[O-])ccc2c1Cl | 3 | 4.0 | -2 | 69 | 2.7 | -4 | 0
CCCOc1ccc(C(O)(CCN2CCCCC2)c2ccccc2OC)cc1 (stereo not drawn) | -12 | 2.0 | 0 | -12 | -0.5 | -1 | -8

Following part
SMILES	PKA-R2B activ	phage Ecoli inh	DAGLB inhibitor	HTR5A inv ctr	Mot1-301 SUMO	CDK5 inh	PKA-R1A act	HTR5A ag ctr	Tat export inh	E coli growth	AddAB inh
O=C(OCc1c(-c2ccccc2)ncc2ccccc12)c1ccco1	2	1.0	-2	-10	35	0.2	-2	4	-1	-2.4	0.4
O=c1oc2ccccc2c2c1ncn2C1CCCCC1	-8	1.0	1	-18	-25	3.6	-7	5	-10	1.6	0.2
COC(=O)CCC(=O)Nc1ccc(NC(=O)CCC(=O)OC)cc1	4	1.8	0	-3	5	-0.2	11	1	-1	-2.0	-0.6
Cc1n[nH]c(=S)n(/N=C/c2cccc([N+](=O)[O-])c2)c1=O	-2	3.0	0	28	-5	-0.2	-7	9	8	1.7	4.2
